Bioassay records deposited in PubChem by several laboratories.
hERG rescue = hERG (human) protection from proarrhythmic block. Q12809. CHO-hERG, FluxOR thallium flux, dofetilide IC70 present. activation (rescue from dofetilide block), less the hit threshold, % at 10 µM. 310,000 compounds, 0.51% hits. AID 1511;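 active means activation above the mean of controls blocked by dofetilide plus 5 SD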;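 further: thallium influx through hERG after potassium depolarization seen as dye fluorescence rise; in these data hits start at about 4.7%; inactives centre near -7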
TRPC4 act = TRPC4 (mouse) channel activation. AID 2237. B-score at 10 µM. Q9QUQ5. HEK293 TRPC4beta/mu-opioid, Fluo4 calcium fluorescence; active compounds read high. 310,000 compounds, 0.49% hits;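 active means B-score above 5 SD of library B-scores, and initial fluorescence ratio not above library mean plus 5 SD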;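 further: positive B-score marks a calcium rise read as TRPC4 activation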
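Technique: kinetic Fluo4 calcium fluorescence; Test system: TRPC4beta and mu-opioid receptor HEK293 stable cells; Measure: B-scored integrated calcium fluorescence ratio; Benchmarks: low control buffer alone, high control maximal DAMGO; Schedule: 45 min room-temperature Fluo4 loading, 110 s read.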
KCNQ1 inh = blocks the human KCNQ1 potassium channel; 310,000 compounds, 1.3% hits; B-score at 10 µM; CHO-K1 KCNQ1, FluxOR thallium flux fluorescence; active compounds read high; P51787;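 active means compounds whose thallium flux B-score, printed positive for inhibition, exceeds three library SD while starting fluorescence stays within three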;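 further: channel opened by potassium depolarization with thallium stimulus after 20 min compound exposure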
TMEM16A act = activates or potentiates the mouse TMEM16A chloride channel | HEK293 TMEM16A/YFP-H148Q/I152L, iodide quench fluorescence; active compounds read low | AID 623877 | Q8BHY3 | 340,000 compounds, 0.3% hits | B-score at 10 µM;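 active means fluorescence-ratio B-score plate-corrected deviation score at least 3 library SD below zero, with starting fluorescence score within 5 deviations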;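 further: channel opened by trigger with iodide after compound preincubation; score built on the fluorescence ratio of max minus min over baseline; more negative score means more quench and so TMEM16A activation or potentiation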
Target sequence (Q8BHY3 whole entry, looked up): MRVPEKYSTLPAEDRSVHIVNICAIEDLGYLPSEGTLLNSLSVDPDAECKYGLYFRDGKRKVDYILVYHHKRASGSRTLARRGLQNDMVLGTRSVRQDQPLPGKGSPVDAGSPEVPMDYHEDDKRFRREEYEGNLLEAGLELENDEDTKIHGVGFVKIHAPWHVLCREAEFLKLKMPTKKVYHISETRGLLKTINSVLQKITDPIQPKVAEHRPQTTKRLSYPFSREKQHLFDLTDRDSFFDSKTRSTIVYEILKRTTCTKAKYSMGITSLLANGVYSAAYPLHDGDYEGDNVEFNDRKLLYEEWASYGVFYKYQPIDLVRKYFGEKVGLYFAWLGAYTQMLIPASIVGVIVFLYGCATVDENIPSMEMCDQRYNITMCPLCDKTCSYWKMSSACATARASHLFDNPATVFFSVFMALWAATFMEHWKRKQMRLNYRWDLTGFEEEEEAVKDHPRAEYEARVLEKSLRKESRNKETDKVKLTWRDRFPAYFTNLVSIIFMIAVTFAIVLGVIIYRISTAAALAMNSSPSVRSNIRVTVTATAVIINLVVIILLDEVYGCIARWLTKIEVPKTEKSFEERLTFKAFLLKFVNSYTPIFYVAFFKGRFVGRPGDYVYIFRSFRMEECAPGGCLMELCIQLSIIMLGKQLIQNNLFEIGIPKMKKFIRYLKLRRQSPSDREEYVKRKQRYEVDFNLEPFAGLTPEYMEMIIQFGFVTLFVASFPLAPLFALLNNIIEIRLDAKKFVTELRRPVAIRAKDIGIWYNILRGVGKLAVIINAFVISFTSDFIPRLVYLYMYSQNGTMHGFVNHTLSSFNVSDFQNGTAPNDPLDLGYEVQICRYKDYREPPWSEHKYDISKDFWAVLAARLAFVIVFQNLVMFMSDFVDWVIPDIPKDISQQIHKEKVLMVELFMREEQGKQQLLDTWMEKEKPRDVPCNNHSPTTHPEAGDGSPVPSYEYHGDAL
HDAC3 inh = inhibitors of human histone deacetylase 3; recombinant HDAC3, fluorogenic peptide/trypsin coupled, fluorescence; inhibition, % at 8.3 µM; 320,000 compounds, 0.15% hits; AID 2718; in the data active means inhibition above about 26%, passing the limit was not always enough
KCNK3 block = human KCNK3 channel inhibition, primary screen. AID 602410. CHO-KCNK3 thallium flux, FluxOR fluorescence; active compounds read low. O14649. B-score at 10 µM. 340,000 compounds, 0.84% hits;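 active means B-score under library mean minus 4 SD, starting fluorescence ratio at most library mean plus 5 SD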;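 further: more negative B-score means stronger inhibition of thallium flux through KCNK3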
TRPC4 potent = TRPC4 (mouse) allosteric potentiation; HEK293 TRPC4beta/mu-opioid, DAMGO EC20, Fluo-4 Ca2+ flux; active compounds read high; B-score at 10 µM; 310,000 compounds, 0.42% hits; AID 2227;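 active means B-score of calcium response area above 5 SD of library B-scores, with initial fluorescence ratio within 5 SD of library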;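 further: B-score of integrated fluorescence ratio over time as area under calcium response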
KCNQ1 pot = potentiates or activates the human KCNQ1 potassium channel. P51787. B-score at 10 µM. CHO-K1 KCNQ1, thallium flux FluxOR fluorescence; active compounds read high. 310,000 compounds, 0.35% hits;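 active means fluorescence ratio B-score, a plate-corrected score, at least three library SD, with initial intensity B-score within 5 SD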
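Doses: Single concentration per compound, DMSO matched to controls | Test system: KCNQ1-transfected CHO-K1 cells | Timing: 90 min dye loading and 20 min compound exposure, both at room temperature | Measured by: Kinetic FluxOR thallium fluorescence, 10-s 1-Hz baseline, 110-s post-stimulus read | Medium: Assay buffer with matched DMSO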
DYRK1A inh = inhibitors of rat Dyrk1A kinase. inhibition, % at 12.5 µM. Q63470. 310,000 compounds, 0.43% hits. ADP-Glo luminescence, NFATc1 peptide; in the data active means inhibition above about 50%;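 further: plate controls were vehicle with enzyme for no effect and no enzyme for full effect; many of its hits are not listed in these tables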
ANO1 block = inhibitors of mouse TMEM16A calcium-activated chloride channel; Q8BHY3; HEK293 TMEM16A/YFP iodide influx fluorescence, ionomycin; normalized B-score (activity score, 25-100; higher = stronger inhibition) at 10 µM; 310,000 compounds, 1.2% hits; AID 588511;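 active means ratio plate-corrected score three or more library SD toward inhibition, starting fluorescence score within five deviations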;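 further: score derived from kinetic fluorescence span divided by baseline fluorescence per well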
KCNK9 block = blocks the human KCNK9 two-pore domain potassium channel; B-score at 10 µM; 310,000 compounds, 1.2% hits; HEK293 KCNK9, FluxOR thallium flux fluorescence; active compounds read low; Q9NPC2;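 active means ratio B-score over 3 SD below the library mean, with starting fluorescence within 5 SD of its mean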;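 further: negative B-score means less thallium flux so channel inhibition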
An asterisk follows results filed as active; i = inactive; nt = no result given. A portion of the library; count on the stated rates, not on these rows.

| compound | DYRK1A inh | KCNK3 block | KCNQ1 pot | TMEM16A act | KCNQ1 inh | ANO1 block | HDAC3 inh | TRPC4 potent | KCNK9 block | TRPC4 act | hERG rescue |
| --- | --- | --- | --- | --- | --- | --- | --- | --- | --- | --- | --- |
| CCOC(=O)C1CCN(C(=O)C2CCN(S(=O)(=O)c3ccc4c(c3)CC(C)N4C(C)=O)CC2)CC1 (configuration not stated) | -5 | i | i | i | i | i | -1 | i | i | i | -6 |
| Cn1c(N)cc(=O)n(Cc2ccccc2)c1=O | -1 | i | i | i | i | i | -9 | i | i | i | -6 |
| CCCn1c(SCC(=O)Nc2cc(S(=O)(=O)N3CCOCC3)ccc2OC)n[nH]c1=O | -6 | i | i | i | i | i | 5 | i | i | i | -7 |
| COc1ccc(N=Nc2ccc(O)c3ncccc23)cc1 | 2 | i | i | i | i | i | 8 | i | i | i | -10 |
| O=C1C2C3c4ccccc4C(c4ccccc43)C2C(=O)N1Cc1ccco1 (configuration not stated) | 7 | i | i | i | i | i | 5 | i | i | i | -3 |
| O=S(=O)(c1ccccc1)c1nnn2c1nc(NC1CCN(Cc3ccccc3)CC1)c1ccccc12 | nt | i | i | i | i | i | -7 | i | i | i | -15 |
| O=C(NNS(=O)(=O)c1cc(Cl)cc(Cl)c1)c1sccc1-n1cccc1 | -9 | i | i | i | i | i | -1 | i | i | i | -11 |
| COCc1cc(=O)[nH]c(/N=C(\N)Nc2ccc(Oc3ccccc3)cc2)n1 | 0 | i | i | i | i | i | 6 | i | i | i | -15 |
| Cc1ccc(C)n1-c1nccc(-c2ccco2)n1 | nt | i | i | i | i | i | nt | i | i | i | -4 |
| Cc1noc(C)c1COc1ccc(C(=O)OCC(=O)Nc2c(C)n(C)n(-c3ccccc3)c2=O)cc1 | -94 | i | i | i | i | i | -1 | i | i | i | -10 |
| COc1cccc2cc(/C(=N/O)c3ccccc3)oc12 | 41 | i | i | i | i | i | -10 | i | i | i | -6 |
| O=C1CNC(=O)/C1=C\N1CCCCC1 | -5 | i | i | i | i | i | 4 | i | i | i | -5 |
| CCCCCCCC[n+]1cccc(C(=O)N2c3c(nc(N)[nH]c3=O)NC(C)C2C)c1 (configuration not stated) | -1 | i | i | i | i | i | 4 | i | i | i | -13 |
| CCOC(=O)CC(=O)CSc1ncnc2c1nnn2-c1ccc(F)cc1 | nt | i | i | i | i | i | 61* | i | i | i | -6 |
| CCN1CCCC1CNC(=O)c1cc(S(=O)(=O)N(C)C)ccc1Cl (configuration not stated) | -4 | i | i | i | i | i | -1 | i | i | i | -5 |
| O=C(NCc1ccncc1)C(=O)NCc1ccco1 | 1 | i | i | i | i | i | -3 | i | i | i | -8 |
| NC(=O)[C@@H]1CCCN1Cc1nc(-c2cccs2)no1 | nt | i | i | i | i | i | -2 | i | i | i | -4 |
| CC(=O)N(CCc1ccccc1C)Cc1cc2ccc(C)cc2[nH]c1=O | 3 | i | i | i | i | i | 4 | i | i | i | -4 |
| CN(CCOc1ccccc1)c1ccc(S(=O)(=O)N2CCCCC2)cn1 | 2 | i | i | i | i | i | 1 | i | i | i | -3 |
| CCCn1c(O)c(N=NC(=O)CNC(=O)c2cccnc2)c2ccccc21 | 0 | i | i | i | i | i | 5 | i | i | i | -10 |
| CC(=O)Nc1ccc(S(=O)(=O)N2CCN(C(=O)C3COc4ccccc4O3)CC2)cc1 (configuration not stated) | -3 | i | i | i | i | i | 2 | i | i | i | -6 |
| COCCNC(=S)N1CCCC(CO)C1 (configuration not stated) | 3 | i | i | i | i | i | 2 | i | i | i | -5 |
| C[C@@H](C(=O)Nc1nc(-c2ccccn2)cs1)N1C(=O)C2CCCCC2C1=O (some centres not stated) | nt | i | i | i | i | i | -1 | i | i | i | -13 |
| Cc1nn(-c2ccccc2)c(N)c1C(c1ccccc1)c1c(C)nn(-c2ccccc2)c1N | -2 | i | i | i | i | i | 0 | i | i | i | -10 |
| CN(C)c1ccc(CN(C(=O)c2cc3ccccc3oc2=O)C2CCS(=O)(=O)C2)cc1 (configuration not stated) | -5 | i | i | i | i | i | 4 | i | i | i | -12 |
| CCC(=O)NC(=S)Nc1ccc(NC(=O)c2ccccc2[N+](=O)[O-])cc1 | -4 | i | i | i | i | i | 4 | i | i | i | -11 |
| CCN(CC)CCn1c(NCc2ccc(OC)cc2)nc2ccccc21 | 2 | i | i | i | i | i | 1 | i | i | i | -7 |
| CC(=O)Nc1ccc(S(=O)(=O)N(C)c2ccccc2)cc1 | -10 | i | i | i | i | i | -3 | i | i | i | -14 |
| O=C(Nc1ccc2c(c1)OCO2)[C@@H]1CCCN1S(=O)(=O)c1cccc2cccnc12 | 13 | i | nt | i | nt | i | -7 | nt | nt | nt | nt |
| CC(C)C1Oc2ccccc2N(CC(=O)NC2CCCCC2)C1=O (configuration not stated) | -6 | i | i | i | i | i | 0 | i | i | i | -10 |

2 compounds from above, reduced to TMEM16A act, TRPC4 act and HDAC3 inh.
| canonical_smiles | TMEM16A act | TRPC4 act | HDAC3 inh |
| --- | --- | --- | --- |
| O=C1C2C3c4ccccc4C(c4ccccc43)C2C(=O)N1Cc1ccco1 (configuration not stated) | i | i | 5 |
| O=S(=O)(c1ccccc1)c1nnn2c1nc(NC1CCN(Cc3ccccc3)CC1)c1ccccc12 | i | i | -7 |

(next part)
| compound | DYRK1A inh | KCNK3 block | KCNQ1 pot | TMEM16A act | KCNQ1 inh | ANO1 block | HDAC3 inh | TRPC4 potent | KCNK9 block | TRPC4 act | hERG rescue |
| --- | --- | --- | --- | --- | --- | --- | --- | --- | --- | --- | --- |
| COc1ccc(C(=O)NC(=S)Nc2ccc(N3CCOCC3)cc2)cc1Cl | 6 | i | i | i | i | i | 0 | i | i | i | -1 |
| CCn1cc(C(=O)O)c(=O)c2cc(F)c(N3CCN(S(=O)(=O)c4ccc(NC(C)=O)cc4)CC3)cc21 | -1 | i | i | i | i | i | -7 | i | i | i | -4 |
| CC(=O)N(Cc1cccnc1)c1cccc(-c2nc3ccccc3s2)c1 | -4 | i | i | i | i | i | -4 | i | i | i | -16 |
| O=C(O)COc1ccc(Br)cc1CP(=O)(c1ccccc1)c1ccccc1 | -4 | i | i | i | i | i | -1 | i | i | i | -10 |
| CSc1ccc(NC(=O)/C=C/C(=O)O)cc1 | 8 | i | i | i | i | i | -7 | i | i | i | -11 |
| CCc1nnc(NC(=O)c2ccc(C)o2)s1 | -7 | i | i | i | i | i | 5 | i | i | i | -5 |
| CC1CN(C(=O)COC(=O)c2ccc(NC(=O)CC#N)cc2)CC(C)O1 (configuration not stated) | -6 | i | i | i | i | i | -6 | i | i | i | -8 |
| O=C(NCCN1CCOCC1)c1cc(-c2ccc(F)cc2)on1 | 0 | i | i | i | i | i | -4 | i | i | i | -7 |
| Cc1nn(-c2ccccc2)c(N2CCCC2)c1/C=N/NC(=O)c1cc(-c2cccs2)nc2ccccc12 | -1 | i | i | i | i | i | 7 | i | i | i | -22 |
| CC(C)[C@H](NC(=O)c1ccc(Cl)c([N+](=O)[O-])c1)C(=O)NCc1ccc(Cl)cc1Cl | 1 | i | i | i | i | i | 5 | i | i | i | -6 |
| CCOC(=O)C1=C(N)OC2=C(C(=O)CC(C)(C)C2)C1C1CCCCC1 (configuration not stated) | 2 | i | i | i | i | i | 17 | i | i | i | -16 |
| COc1ccc(C(=O)Nc2ccccc2C(=O)O)cc1NC(=O)C(c1ccccc1)c1ccccc1 | 11 | i | i | i | i | i | 3 | i | i | i | -15 |
| Cc1ccc(Cl)cc1N1CCN(C(=O)C2(S(=O)(=O)c3ccc(Cl)cc3)CC2)CC1 | 3 | i | i | i | 6* | i | 4 | i | i | i | -11 |
| O=C(CNC(=O)N1CC(=O)Nc2ccccc21)Nc1cc(Cl)ccc1Cl | 2 | i | i | i | i | i | -2 | i | i | i | -4 |
| c1coc(CNc2nc(-c3cccs3)cs2)c1 | -9 | i | i | i | i | i | 4 | i | i | i | -15 |
| Cn1c2ccccc2c2cc(/C=C(\NC(=O)c3ccccc3)C(=O)O)ccc21 | 3 | i | i | i | i | i | 6 | i | i | i | -4 |
| O=C(CCn1c(=S)[nH]c2ccccc2c1=O)NCCc1ccccc1 | 0 | i | i | i | i | i | 1 | i | i | i | -6 |
| COCCn1c(C)cc(C(=O)COC(=O)c2ccc([N+](=O)[O-])o2)c1C | 6 | i | i | i | i | i | 12 | i | i | i | -13 |
| COc1ccc(CC(CC(=O)O)C(=O)NCc2ccccc2)cc1 (configuration not stated) | 20 | i | i | i | i | i | 4 | i | i | i | -5 |
| CCOc1ccc(C(C)=O)cc1COC(=O)CNC(=O)c1cccs1 | 5 | i | i | i | i | i | 7 | i | i | i | -15 |
| COc1ccccc1-c1nnc2sc(C3CCCCC3)nn12 | 8 | i | nt | i | nt | i | -3 | nt | nt | nt | nt |
| CCOc1ccc(NC(=O)C(NC(=O)C2CCC(C)CC2)C(C)C)cc1 (configuration not stated) | -2 | i | i | i | i | i | 1 | i | i | i | -9 |
| CCOc1ccccc1Nc1nnc(SC(C)C(=O)Nc2nc(-c3ccccc3)cs2)s1 (configuration not stated) | -4 | i | i | i | i | i | 0 | i | i | i | -13 |

A second format for part of the listing above:
> CCc1nnc(NC(=O)c2ccc(C)o2)s1
  DYRK1A inh: -7
  KCNK3 block: i
  KCNQ1 pot: i
  TMEM16A act: i
  KCNQ1 inh: i
  ANO1 block: i
  HDAC3 inh: 5
  TRPC4 potent: i
  KCNK9 block: i
  TRPC4 act: i
  hERG rescue: -5
> CC1CN(C(=O)COC(=O)c2ccc(NC(=O)CC#N)cc2)CC(C)O1 (configuration not stated)
  DYRK1A inh: -6
  KCNK3 block: i
  KCNQ1 pot: i
  TMEM16A act: i
  KCNQ1 inh: i
  ANO1 block: i
  HDAC3 inh: -6
  TRPC4 potent: i
  KCNK9 block: i
  TRPC4 act: i
  hERG rescue: -8
> O=C(NCCN1CCOCC1)c1cc(-c2ccc(F)cc2)on1
  DYRK1A inh: 0
  KCNK3 block: i
  KCNQ1 pot: i
  TMEM16A act: i
  KCNQ1 inh: i
  ANO1 block: i
  HDAC3 inh: -4
  TRPC4 potent: i
  KCNK9 block: i
  TRPC4 act: i
  hERG rescue: -7
> Cc1nn(-c2ccccc2)c(N2CCCC2)c1/C=N/NC(=O)c1cc(-c2cccs2)nc2ccccc12
  DYRK1A inh: -1
  KCNK3 block: i
  KCNQ1 pot: i
  TMEM16A act: i
  KCNQ1 inh: i
  ANO1 block: i
  HDAC3 inh: 7
  TRPC4 potent: i
  KCNK9 block: i
  TRPC4 act: i
  hERG rescue: -22
